High-throughput results deposited in PubChem by several laboratories.
MT1-MMP txn act: MT1-MMP promoter transcription activation; HT1080 MT1-MMP promoter luciferase reporter, luminescence, overnight; hits give high values; activation factor at 10 µM; 86,000 tested, 0.16% active; AID 750;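 active = activation factor of at least 2 for MT1-MMP transcription at 10 µM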
PLK1 inh: inhibitors of human PLK1 kinase | P53350 | AID 619 | inhibition, % at 10 µM | recombinant PLK1 kinase, TR-FRET peptide phosphorylation | 97,000 tested, 0.53% active;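 active = inhibition of 50% or more in the single-concentration screen; inactive = inhibition below 50%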;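 note: 0% = DMSO max control and 100% = H-89 dihydrochloride min control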
Target sequence (P53350 whole entry, looked up): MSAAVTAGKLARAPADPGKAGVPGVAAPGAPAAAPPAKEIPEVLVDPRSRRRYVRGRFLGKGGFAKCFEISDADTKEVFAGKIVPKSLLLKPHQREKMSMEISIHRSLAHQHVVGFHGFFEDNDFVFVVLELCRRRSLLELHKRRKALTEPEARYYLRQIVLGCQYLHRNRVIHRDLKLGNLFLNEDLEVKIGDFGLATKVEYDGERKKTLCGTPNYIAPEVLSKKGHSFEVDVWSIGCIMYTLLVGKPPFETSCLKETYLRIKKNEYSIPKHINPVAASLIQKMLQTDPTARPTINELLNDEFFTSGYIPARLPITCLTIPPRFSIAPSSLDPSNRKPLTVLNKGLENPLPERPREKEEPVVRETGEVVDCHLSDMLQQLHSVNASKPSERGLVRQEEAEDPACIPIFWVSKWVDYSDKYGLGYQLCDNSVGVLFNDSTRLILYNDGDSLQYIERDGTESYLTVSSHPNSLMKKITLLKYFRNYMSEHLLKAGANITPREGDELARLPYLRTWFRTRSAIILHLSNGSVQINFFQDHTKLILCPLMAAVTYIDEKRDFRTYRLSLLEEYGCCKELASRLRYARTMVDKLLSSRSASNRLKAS
EphB4 antag: EphB4-ephrin-B2 interaction antagonism. P54760. EphB4 LBD / TNYL-RAW-Alexa532 peptide, fluorescence polarization. inhibition, % at 7 µM. 97,000 tested, 0.15% active. AID 720;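 active = inhibition above the screen-wide mean inhibition plus 3 SD, cut at about 15% in these data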;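 note: 0% = DMSO wells and 100% = excess unlabeled TNYL-RAW peptide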
Rev-RRE block: HIV Rev-RRE protein-RNA interaction inhibition | P05866 | inhibition, % at 8 µM | 97,000 tested, 0.79% active | Rev peptide-RRE RNA binding, FRET;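 active = inhibition above the screen-wide mean plus 3 SD, cut at about 35% in these data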;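 note: 0% = median DMSO wells and 100% = median Neomycin B control wells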
Target sequence (P05866 whole entry, looked up): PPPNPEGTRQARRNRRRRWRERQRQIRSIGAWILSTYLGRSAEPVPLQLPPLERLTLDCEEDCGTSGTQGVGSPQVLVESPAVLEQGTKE
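Assay system: labelled RRE RNA duplex and labelled Rev peptide / Medium: HEPES pH 7.5 salt buffer with EDTA / Reagent: labelled Rev peptide / Schedule: 5 + 15 min at 25 °C / Signal: FRET, excitation 480 nm, emission 540 nm donor and 671 nm acceptor / Benchmarks: DMSO and neomycin B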
S1P2 agonist: agonists of human S1P2 receptor; O95136; S1P2-expressing cell line, agonist reporter read-out; activation, % at 4.5 µM; 97,000 tested, 0.46% active; AID 729; in the data active = activation above about 16%;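 note: 0% = vehicle low control and 100% = maximal reference agonist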
Target sequence (O95136 whole entry, looked up): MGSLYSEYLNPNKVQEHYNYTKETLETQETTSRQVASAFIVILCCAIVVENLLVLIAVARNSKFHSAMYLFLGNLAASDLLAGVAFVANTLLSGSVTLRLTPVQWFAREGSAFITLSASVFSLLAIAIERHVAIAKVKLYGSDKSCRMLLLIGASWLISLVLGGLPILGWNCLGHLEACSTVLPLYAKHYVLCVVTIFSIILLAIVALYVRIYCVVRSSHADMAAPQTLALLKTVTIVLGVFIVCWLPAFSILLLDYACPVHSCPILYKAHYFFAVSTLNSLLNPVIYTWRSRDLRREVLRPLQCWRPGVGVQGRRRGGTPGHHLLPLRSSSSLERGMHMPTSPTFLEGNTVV
PLAP act: activators of human placental alkaline phosphatase; P05187; purified PLAP enzyme, luminescent substrate read-out; hits give high values; activation fold at 20 µM; 96,000 tested, 1.2% active; AID 696; in the data active = activation fold above about 2
PLK1 PBD inh: Plk1 (human) PBD binding inhibition. P53350. Plk1 PBD phosphopeptide binding, fluorescence polarization. inhibition, %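 (tested at about 20 µM)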. 97,000 tested, 0.13% active. AID 693; in the data active = inhibition above about 34%, passing the limit was not always enough
S1P2 antag: antagonists of human S1P2 receptor. O95136. cell-based S1P2 antagonist assay, inhibition at 5 uM. inhibition, % at 5 µM. 97,000 tested, 0.21% active. AID 736; in the data active = inhibition above about 45%;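 note: CRE beta-lactamase reporter cells expressing human S1P2 stimulated with S1P; 0% = agonist at EC80 alone and 100% = agonist plus reference antagonist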
FAK blocker: blocks human focal adhesion kinase activity. Q05397. biochemical FAK kinase activity assay. inhibition, %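 (tested at 7 µM)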. 97,000 tested, 0.84% active. AID 727; in the data active = inhibition above about 19%;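 note: 0% = DMSO and 100% = reference compound high control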
* = called active by the depositor; . = not tested or not shown. Hits appear at their usual frequency; about 3.9% have a hit in one of these screens.

Key to letters – A = MT1-MMP txn act; B = PLK1 inh; C = EphB4 antag; D = Rev-RRE block; E = S1P2 agonist; F = PLAP act; G = PLK1 PBD inh; H = S1P2 antag; I = FAK blocker
COc1ccc2[nH]c(=O)c(C(c3nnnn3CC3CCCO3)N3CCc4ccccc4C3)cc2c1 (stereo unspecified)
  A = 1.1 | B = -1 | C = 5 | D = 12 | E = -5 | F = 1.6 | G = -16 | H = -3 | I = 9

COc1ccc(CCNC(=O)c2cnn3c(C(F)F)cc(C)nc23)cc1OC
  A = . | B = -7 | C = -7 | D = 0 | E = 2 | F = 0.9 | G = -5 | H = -9 | I = -2

Cc1cc(C)c2cc(CN(CCO)C(=O)Nc3ccc(F)cc3)c(=O)[nH]c2c1
  A = 1.1 | B = -14 | C = 1 | D = 9 | E = -8 | F = 0.7 | G = -12 | H = 0 | I = 1

Cc1ccccc1-c1nnc(SCC(=O)Nc2c(C)n(C)n(-c3ccccc3)c2=O)o1
  A = 1.2 | B = -10 | C = 1 | D = 3 | E = -5 | F = . | G = -17 | H = 10 | I = 0

O=C(O)COc1ccc2c3c(c(=O)oc2c1)CCC3
  A = 1.1 | B = -12 | C = -2 | D = 6 | E = -6 | F = 0.9 | G = 9 | H = 13 | I = -3

Cc1ccc(CN2C(=O)CCC2C(=O)NCCCN2CCCC(C)C2)cc1 (stereo unspecified)
  A = 1.3 | B = -11 | C = -1 | D = 1 | E = -9 | F = 1.2 | G = -5 | H = -6 | I = 0

CCn1cc(C(=O)NCc2ccco2)c(=O)c2cc(S(=O)(=O)N3CC(C)CC(C)C3)ccc21 (stereo unspecified)
  A = 0.5 | B = -7 | C = 3 | D = 3 | E = -3 | F = 1.2 | G = -1 | H = 14 | I = 0

CC(C)CCN(CCC(C)C)C/C(O)=C(\C#N)c1nc(-c2ccccc2)cs1
  A = . | B = 4 | C = 1 | D = -2 | E = -6 | F = 1.4 | G = 21 | H = -20 | I = 1

COc1ccc(-c2nc(SCC(=O)Nc3cc(C)on3)n[nH]2)cc1
  A = . | B = 1 | C = -1 | D = -3 | E = 2 | F = 2.1* | G = 6 | H = -9 | I = 3

CCOC(=O)N1CCN(S(=O)(=O)c2ccc(OCC)c3ccccc23)CC1
  A = 1.2 | B = -7 | C = 0 | D = 8 | E = -5 | F = 1.4 | G = 5 | H = 9 | I = 2

COc1ccccc1N1CCN(C(=O)/C=C/c2ccc3c(c2)OCO3)CC1
  A = . | B = -12 | C = 3 | D = 10 | E = -1 | F = 1.2 | G = 11 | H = 11 | I = -1

Cc1ccc2c(n1)sc1c(-c3ccc(Br)cc3)c(C#N)c(N)nc12
  A = . | B = -6 | C = 5 | D = 12 | E = 5 | F = 1.1 | G = -9 | H = 0 | I = 29*

c1ccc(-c2csc(N3CCCCCC3)n2)cc1
  A = 1.4 | B = -2 | C = 7 | D = 8 | E = -1 | F = 0.9 | G = -17 | H = -1 | I = 3

O=C(Nc1ccccc1)C12CC3CC(C1)CC(n1cnc([N+](=O)[O-])n1)(C3)C2
  A = . | B = -13 | C = 3 | D = 1 | E = -12 | F = 0.9 | G = 27 | H = 10 | I = 0

O=C(Nc1nnc(SCc2ccccc2)s1)c1cccs1
  A = 1.1 | B = -12 | C = -4 | D = 2 | E = -4 | F = 1 | G = -4 | H = -4 | I = -1

COc1cccc(-c2nc(N3CC(C)CC(C)C3)c3ccccc3n2)c1O (stereo unspecified)
  A = 1.3 | B = -6 | C = -13 | D = -2 | E = -10 | F = 0.9 | G = 3 | H = 8 | I = 0

CCCC(=O)Nc1nc2ccc(S(N)(=O)=O)cc2s1
  A = 1.2 | B = -20 | C = -11 | D = 5 | E = -1 | F = 0.9 | G = 14 | H = 2 | I = 7

CC(C)(C)c1[nH]nc2c1C(c1ccoc1)C(C#N)=C(N)O2 (stereo unspecified)
  A = 1.3 | B = -6 | C = 1 | D = 10 | E = -6 | F = 0.9 | G = -21 | H = 10 | I = 2

CCc1cc(=O)oc2cc(C)c(CN3CCCCC3)c(O)c12
  A = 1 | B = -18 | C = -6 | D = 7 | E = -10 | F = 0.9 | G = -6 | H = 10 | I = 16

Cc1cc(N(CCO)CCO)nc(-n2nc(C)cc2C)n1
  A = 1.2 | B = -13 | C = 3 | D = 1 | E = -8 | F = 1 | G = 2 | H = 1 | I = 4

CCN(CC)C(=O)CN(c1cc2c(cc1OC)oc1ccccc12)S(=O)(=O)c1ccccc1
  A = . | B = -10 | C = 2 | D = 5 | E = -4 | F = 1 | G = 9 | H = 5 | I = 2

O=C(CSc1nccn1Cc1ccccc1)Nc1nccs1
  A = 1.4 | B = 3 | C = 2 | D = 3 | E = -3 | F = 1.1 | G = -13 | H = -10 | I = -1

Cc1cc([N+](=O)[O-])nn1Cc1c(F)c(F)c(F)c(F)c1F
  A = . | B = -8 | C = -6 | D = -1 | E = -3 | F = 0.9 | G = 1 | H = -20 | I = 2

CC12CCC(C(=O)Nc3ncc([N+](=O)[O-])s3)(OC1=O)C2(C)C (stereo unspecified)
  A = 1 | B = -11 | C = 3 | D = 9 | E = -6 | F = 0.7 | G = 1 | H = 12 | I = -4

Cc1ccc(Cn2ccc(=O)c(OCc3c(Cl)cccc3Cl)c2C)cc1
  A = 1.2 | B = -8 | C = -2 | D = 12 | E = -4 | F = 0.8 | G = -10 | H = -18 | I = 2

Pulled one by one from the entries so far (four):
Key to letters – A = MT1-MMP txn act; B = PLK1 inh; C = EphB4 antag; D = Rev-RRE block; E = S1P2 agonist; F = PLAP act; G = PLK1 PBD inh; H = S1P2 antag; I = FAK blocker
Cc1cc(C)c2cc(CN(CCO)C(=O)Nc3ccc(F)cc3)c(=O)[nH]c2c1
  A = 1.1 | B = -14 | C = 1 | D = 9 | E = -8 | F = 0.7 | G = -12 | H = 0 | I = 1

COc1ccccc1N1CCN(C(=O)/C=C/c2ccc3c(c2)OCO3)CC1
  A = . | B = -12 | C = 3 | D = 10 | E = -1 | F = 1.2 | G = 11 | H = 11 | I = -1

Cc1ccccc1-c1nnc(SCC(=O)Nc2c(C)n(C)n(-c3ccccc3)c2=O)o1
  A = 1.2 | B = -10 | C = 1 | D = 3 | E = -5 | F = . | G = -17 | H = 10 | I = 0

c1ccc(-c2csc(N3CCCCCC3)n2)cc1
  A = 1.4 | B = -2 | C = 7 | D = 8 | E = -1 | F = 0.9 | G = -17 | H = -1 | I = 3

(listing goes on)
Key to letters – A = MT1-MMP txn act; B = PLK1 inh; C = EphB4 antag; D = Rev-RRE block; E = S1P2 agonist; F = PLAP act; G = PLK1 PBD inh; H = S1P2 antag; I = FAK blocker
COc1ccc(C2C(Oc3ccccc3)C(=O)N2c2cc(C)ccc2C)cc1OC (stereo unspecified)
  A = . | B = -15 | C = 4 | D = 14 | E = -5 | F = 1.3 | G = 0 | H = 19 | I = 1

CCOC(=O)CSc1nnc(-c2ccc(OC)cc2OC)o1
  A = 1.1 | B = 4 | C = 2 | D = 4 | E = -5 | F = 1 | G = 18 | H = 4 | I = -3

COC(=O)C(Cc1ccc(OC(=O)c2ccccc2Cl)cc1)N1Cc2ccccc2C1=O (stereo unspecified)
  A = . | B = -9 | C = 0 | D = 7 | E = -9 | F = 1.1 | G = -26 | H = -3 | I = 5

COc1ccc2cc3cc(C(=O)NCc4ccco4)oc3nc2c1
  A = 1.1 | B = -4 | C = -2 | D = -1 | E = -2 | F = 1.2 | G = 7 | H = -10 | I = -3

Cn1c2c(c(=O)n(C)c1=O)C(NC(=O)C(C)(C)C)(C(F)(F)F)C(=O)N2 (stereo unspecified)
  A = 1.2 | B = 6 | C = -1 | D = 13 | E = -5 | F = 1 | G = -1 | H = -4 | I = -2

CN(C)CCCOC(=O)c1ccccc1Cl
  A = 1.1 | B = -4 | C = -1 | D = 9 | E = -5 | F = 1 | G = -8 | H = 7 | I = -2

O=C(NCC1CCCO1)c1ccc(NC(=O)C2CC=CCC2C(=O)O)cc1 (stereo unspecified)
  A = 1.2 | B = 1 | C = 1 | D = 6 | E = -4 | F = 0.9 | G = -32 | H = 6 | I = 2

C/[N+]([O-])=C\c1coc2ccccc2c1=O
  A = 1.1 | B = -2 | C = -4 | D = 9 | E = -6 | F = 0.7 | G = 9 | H = 6 | I = -1

O=C(Nc1cccnc1)C(Cc1ccccc1)n1cccc1 (stereo unspecified)
  A = 1.1 | B = 0 | C = 3 | D = 8 | E = -4 | F = 0.9 | G = -24 | H = -12 | I = 2

CCOc1ccc(-c2nc(C#N)c(N3CCOCC3)o2)cc1
  A = 1 | B = -1 | C = -2 | D = 1 | E = -2 | F = 1 | G = 10 | H = 5 | I = 1

O=C(NCC(=O)N(Cc1ccco1)C(C(=O)NC1CCCCC1)c1cccnc1)c1ccco1 (stereo unspecified)
  A = 1 | B = -11 | C = -1 | D = 20 | E = -2 | F = 1.3 | G = 1 | H = 11 | I = -2

CC(=O)Cc1nsc(NC(=O)c2ccccc2)n1
  A = 1.4 | B = -12 | C = 3 | D = 6 | E = 0 | F = 0.9 | G = -24 | H = -11 | I = -3

COc1ccc(CCNC(=O)CN2CCC(C(N)=O)CC2)cc1
  A = 1.1 | B = -8 | C = 3 | D = 9 | E = -5 | F = 1 | G = 2 | H = 10 | I = 2

O=C(O)c1cccnc1Oc1ccccc1
  A = 1 | B = -8 | C = 6 | D = 6 | E = -3 | F = . | G = 14 | H = 3 | I = -1

Cc1ccc(-c2nc(N/N=C/c3cccnc3)c3ccccc3n2)cc1
  A = 0.9 | B = 7 | C = 1 | D = 11 | E = -1 | F = 1.4 | G = 19 | H = 9 | I = 1

Cc1ccc2c(c1)nnn2C1CCN(C(=O)c2cccs2)CC1
  A = 1 | B = -10 | C = -5 | D = -1 | E = -3 | F = 1.1 | G = -19 | H = 5 | I = 3

COc1cccc(NC(=O)CCNC(=O)Cn2ccc3ccccc3c2=O)c1
  A = 1.1 | B = -11 | C = 2 | D = 9 | E = -3 | F = 0.8 | G = -10 | H = 0 | I = -3

CCC(=O)Nc1nc2ccccc2n1CCN(C)C
  A = 1.1 | B = -3 | C = -3 | D = 3 | E = -7 | F = 1.1 | G = 8 | H = -8 | I = 0

CC1CCN(C(=O)C2CCN(S(=O)(=O)c3cnc[nH]3)CC2)CC1
  A = 1.1 | B = -9 | C = -7 | D = 9 | E = -4 | F = 0.9 | G = 3 | H = -5 | I = 2

COC(=O)c1cccc(C(=O)Oc2cccc(Br)c2)n1
  A = 1.1 | B = -15 | C = -7 | D = 4 | E = -4 | F = 1.1 | G = 37 | H = 3 | I = -2

COc1ccc(CN(CCCN2CCOCC2)C(=O)Nc2ccccc2)cc1OC
  A = 1.3 | B = -2 | C = -2 | D = -2 | E = -6 | F = 1.4 | G = 15 | H = 2 | I = -4

CC(C(=O)Nc1ccc2c(c1)OCCO2)N1CCN(C(=O)c2ccco2)CC1 (stereo unspecified)
  A = 1.2 | B = -2 | C = 4 | D = 13 | E = -4 | F = 1.1 | G = -1 | H = 2 | I = -2

Cc1ccc(CNC(=O)c2cn(C)c(=O)c3c2c2ccccc2n3C)o1
  A = 1 | B = -1 | C = -1 | D = 5 | E = -6 | F = 1.9 | G = -5 | H = -19 | I = 3

Gathered by group, the entries above with bromine
Key to letters – A = MT1-MMP txn act; B = PLK1 inh; C = EphB4 antag; D = Rev-RRE block; E = S1P2 agonist; F = PLAP act; G = PLK1 PBD inh; H = S1P2 antag; I = FAK blocker
Cc1ccc2c(n1)sc1c(-c3ccc(Br)cc3)c(C#N)c(N)nc12
  A = . | B = -6 | C = 5 | D = 12 | E = 5 | F = 1.1 | G = -9 | H = 0 | I = 29*

COC(=O)c1cccc(C(=O)Oc2cccc(Br)c2)n1
  A = 1.1 | B = -15 | C = -7 | D = 4 | E = -4 | F = 1.1 | G = 37 | H = 3 | I = -2
